GRP78 ERSR act: ER stress response induction in glioma. actives 0.02% (n = 420,000). Potency, µM, for inactives: at the top dose activation, most hits filed as activators. U87-MG GRP78 promoter luciferase reporter, 16 h; further: potency means the concentration at half of the fitted maximal effect; series mostly up to about 76 µM; % of control where 0% means no effect; nearly all actives have a fitted effect of over 35% in size
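Stably transfected U87-MG glioma cells carrying a GRP78-based luciferase sensor; 16 h compound incubation. Luminescence end-point read 10 min after Bright-Glo addition at room temperature.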
RXFP1 agonist: activates the human relaxin receptor RXFP1 | Q9HBX9 | HEK293T-RXFP1 cAMP TR-FRET, 30 min; response scale: percent of porcine relaxin response, buffer zero | Potency, µM (titrated, usually from 57.5 µM), for inactives: at the highest dose activation, usual class: activators | actives 0.3% (n = 370,000); further: potency means the concentration at half of the fitted maximal effect; on the % scale 0 is the no-effect control and ±100 the full control effect; nearly all actives have a fitted effect of over 60% in size; many of its hits are not listed in these tables
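HEK293 cells stably expressing RXFP1, treated 30 min at 37C with compounds plus PDE4 inhibitor Ro 20174; cAMP measured by HTRF TR-FRET. Normalized to buffer and 29 nM porcine relaxin; EC50 by Hill fit.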
D1 ag: activates the human D1 dopamine receptor | P21728 | HEK293 T-REx D1 cells, calcium flux, agonist mode | activation, % at 2 µM | actives 1% (n = 360,000); in the data active means activation above about 30%; further: 0% is about no effect
Target sequence (P21728 whole entry, looked up): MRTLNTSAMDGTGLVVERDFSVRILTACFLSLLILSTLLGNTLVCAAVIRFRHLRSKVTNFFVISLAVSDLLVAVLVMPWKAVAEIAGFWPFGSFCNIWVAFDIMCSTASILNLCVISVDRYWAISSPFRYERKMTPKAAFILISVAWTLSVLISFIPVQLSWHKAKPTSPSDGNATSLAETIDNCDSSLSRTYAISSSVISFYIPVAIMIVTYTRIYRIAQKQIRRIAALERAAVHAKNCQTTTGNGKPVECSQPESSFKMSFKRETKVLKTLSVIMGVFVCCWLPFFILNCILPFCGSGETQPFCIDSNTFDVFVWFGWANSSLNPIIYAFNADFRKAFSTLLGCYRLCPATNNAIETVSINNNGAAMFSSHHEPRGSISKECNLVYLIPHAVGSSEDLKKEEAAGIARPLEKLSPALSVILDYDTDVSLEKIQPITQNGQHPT
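Inducible HEK293 T-REx D1 cells, force-coupled to calcium signalling, were plated at 4000 cells/well with tetracycline and held overnight at 30 C. After no-wash calcium dye loading, compound-evoked calcium rise over 180 s flagged agonists.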
LDHA block: blocks human lactate dehydrogenase A. AID 1347041. purified LDHA, NADH/diaphorase-resazurin fluorescence; hits give low values. actives 0.15% (n = 480,000). P00338. activity change, % (values are at about 110 or 230 µM); in the data active means activity change below about -30%; inconclusive means mostly about -25% to -30%;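 further: plate controls were DMSO wells for no effect and wells without enzyme for full effect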
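Resorufin fluorescence (ex540/em590), read at 0 and 20 min after diaphorase/resazurin addition, reports the NADH left after a 5 min room-temperature reaction of 2 nM human LDH5 with 0.06 mM NADH and 0.2 mM pyruvate.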
Vif-A3F inh: Vif-A3F binding inhibition. HeLa A3F-eYFP + Vif (tagged APOBEC3F with the HIV-1 protein that degrades it), YFP fluorescence increase. Potency, µM (top dose mostly 46.1 µM), for the others: top-dose activity, negative = active. actives 0.2% (n = 390,000). AID 602313; further: potency means the concentration at half of the fitted maximal effect; % of control where 0% means no effect; nearly all actives have a fitted effect of over 65% in size
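HeLa cells stably expressing Vif plus C-terminally eYFP-tagged A3F were seeded, incubated overnight at 37 deg C, dosed with compound, incubated overnight again at 37 deg C. Yellow fluorescence (Ex 488/Em 500-530) reported blocked Vif-mediated A3F-eYFP degradation.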
Vif-A3G inh: blocks the Vif interaction with human APOBEC3G; Q9HC16; HeLa A3G-eYFP + Vif (tagged APOBEC3G with the HIV-1 protein that degrades it), YFP fluorescence, overnight; Potency, µM (top dose mostly 46.1 µM), inactives show top-dose activity, negative = active, most hits filed as inhibitors; actives 0.076% (n = 410,000); AID 602310;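 further: potency means the concentration at half of the fitted maximal effect; on the % scale 0 is the no-effect control and ±100 the full control effect; nearly all actives have a fitted effect of over 60% in size; hits raise eYFP signal because A3G escapes Vif-driven loss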
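Read-out is eYFP fluorescence (Ex 488/Em 500-530) from Vif-expressing HeLa A3G-eYFP cells; more signal means A3G escaped Vif-mediated degradation. Cells plated overnight, compound pinned in, incubated overnight at 37 deg C.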
D2 PAM: positive allosteric modulators of human D2 dopamine receptor; P14416; actives 0.34% (n = 340,000); potentiation, % at 10 µM; HEK293 T-REx D2, calcium flux, EC20 dopamine potentiation; AID 485347;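 active means potentiation over 3 SD above the plate norm, cut at about 30% in these data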; further: 0% is about no effect
Target sequence (P14416 whole entry, looked up): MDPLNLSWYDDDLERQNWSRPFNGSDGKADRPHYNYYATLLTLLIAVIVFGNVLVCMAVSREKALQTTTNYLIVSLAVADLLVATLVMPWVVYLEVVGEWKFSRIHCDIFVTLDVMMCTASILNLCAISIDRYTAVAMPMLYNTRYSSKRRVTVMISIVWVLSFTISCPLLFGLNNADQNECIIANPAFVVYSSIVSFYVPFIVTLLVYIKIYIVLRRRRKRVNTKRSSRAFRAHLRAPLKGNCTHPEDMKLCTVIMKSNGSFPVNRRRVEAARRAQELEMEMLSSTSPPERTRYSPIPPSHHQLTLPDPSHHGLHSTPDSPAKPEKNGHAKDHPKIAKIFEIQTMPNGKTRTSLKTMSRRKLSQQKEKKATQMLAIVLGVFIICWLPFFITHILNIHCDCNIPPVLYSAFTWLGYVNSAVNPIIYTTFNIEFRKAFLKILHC
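Primary screen. Calcium kinetics in induced HEK293 T-REx D2 cells: compound pre-addition 180 s, EC20 dopamine, 180 s more.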
D1 potentiator: enhances dopamine response at the human D1 receptor. HEK293 TREx D1 cells, calcium flux, dopamine EC20 potentiation. P21728. AID 504651. actives 0.036% (n = 360,000). potentiation, % at 10 µM; in the data active means potentiation above about 30%; further: 0% is about no effect
D1 antag: blocks dopamine activation of the human D1 receptor | P21728 | HEK293 TREx D1 cells, calcium flux, dopamine EC80; hits give low values | activity change, negative = inhibition, % at 10 µM | actives 3.2% (n = 360,000); in the data active means activity change below about -30%; further: on the % scale 0 is the no-effect control and ±100 the full control effect
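Kinetic fluorescence of a calcium dye serves as the read-out. D1-expressing Hek293 Trex cells, induced overnight at 30 C, are exposed to compound for 180 s before an EC80 dopamine addition, then read 180 s further.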
The depositor's hits bear a star; ? = inconclusive; nt = not tested or not shown; & = joins results of further samples. Unless noted, the call rests on the fitted dose curve; in most records, active means well fitted curve in the direction sought with a large enough effect; inconclusive means small, poorly fitted or top-dose-only effect, or another doubt; inactive means no such curve, though single readings can be large; an effect the other way counts as inactive or inconclusive.

SMILES,GRP78 ERSR act,RXFP1 agonist,D1 ag,LDHA block,Vif-A3F inh,Vif-A3G inh,D2 PAM,D1 potentiator,D1 antag
CC(=O)Nc1ccc(NC(=O)c2c(C)nn(Cc3ccccc3Cl)c2C)cc1,-3%,-2.3%,2,-4,0%,2%,2,3,-2
CCSC1=NCCN1S(=O)(=O)c1ccc(F)cc1,-5%,-0.4%,0,-5,-20%,3%,2,-2,3
Cc1ccc(C(=O)c2ccccc2C(=O)OCC(=O)N2C(C)CCCC2C)cc1 (stereo not drawn),-2%,1.7%,1,-2,6%,1%,1,1,3
CCCCc1cc(C)c(S(=O)(=O)c2ccccc2C)c(=O)[nH]1,3%,-1.7%,-1,-2,?,0%,4,-8,-1
COC(=O)C1=C(C(=O)OC)C(c2ccc(OC)c(OC)c2)c2sc(=O)[nH]c2S1 (stereo not drawn),1%,-1.1%,1,11,7%,4%,-10,-5,48
O=C(CCc1ccccc1)NCC1(c2ccccc2)CCCC1,-2%,2.7%,3,3,13%,2%,6,3,4
Cc1ccc(NC(=O)c2cc3ccccc3o2)cc1,1%,-1.9%,4,-1,1%,-1%,-12,-14,1
O=C(c1ccncc1)N1CCN(CCc2ccccc2)CC1,-6%,3.1%,1,1,1%,4%,-2,-2,14

The listing continues:
SMILES,GRP78 ERSR act,RXFP1 agonist,D1 ag,LDHA block,Vif-A3F inh,Vif-A3G inh,D2 PAM,D1 potentiator,D1 antag
CCc1nn(CC(=O)N(CC)Cc2ccccc2)c(=O)c2cc3occc3n12,-1%,4.8%,0,-8,2%,0%,1,-1,1
Clc1cccc(NC2=NCCC2)c1,-2%,-0.7%,5,-6,3%,-1%,4,1,-1
COc1cc2c(cc1OC)CN(C(=O)c1cc(S(=O)(=O)N3CCCCC3)ccc1Cl)CC2,4%,-0.5%,2,2,1%,-2%,4,0,-16
CCOc1ccc(NC(=O)c2ccc(NC(=O)c3ccccc3Br)cc2)cc1,7%,0.1%,2,-4,0%,-19%,0,-5,8
O=P(c1ccccc1)(c1ccccc1)c1ccccc1C(Br)Br,1%,nt,nt,3,-22%,-10%,nt,nt,nt
Cc1nc2cc(-c3cccc(F)c3)nn2c(C)c1CCC(=O)NC(C)c1ccccc1 (stereo not drawn),-7%,-0.7%,1,-11,0%,2%,-1,-5,-6
COc1cc2c(cc1OC)C(c1ccccc1OC(C)C)CC(=O)N2 (stereo not drawn),-3%,1.0%,5,-7&2,2%,?,5,4,-5
Cn1nc(C(=O)NC2=NCCS2)ccc1=O,4%,0.7%,1,-2,0%,-1%,nt,-1,4

Carrying on.
SMILES,GRP78 ERSR act,RXFP1 agonist,D1 ag,LDHA block,Vif-A3F inh,Vif-A3G inh,D2 PAM,D1 potentiator,D1 antag
O=C(CN1C(=O)NC2(CCCCC2)C1=O)N(Cc1ccco1)Cc1cccs1,-6%,0.9%,3,-3,-5%,0%,nt,1,4
CC(=O)Nc1cc2cc(NS(=O)(=O)c3ccc(Cl)cc3)ccc2oc1=O,-2%,6.1%,1,-1,-6%,0%,-11,2,-2
CC(C)(O)CN(CCCNC(=S)Nc1ccccc1)C(=S)Nc1ccccc1,-5%,nt,nt,-9,12%,-4%,nt,nt,nt
COc1ccc2c(c1)[nH]c1c(=O)n(N)cnc12,1%,-0.4%,1,2,5%,0%,9,-5,2
COc1ccc(/C=C/C(=O)N2CCN(S(=O)(=O)c3ccccc3)CC2)cc1OC,-3%,0.7%,-1,2,-1%,0%,-1,-2,-4
COC(=O)c1nn(-c2ccccc2)c(Sc2ccc(C)cc2)c1/C=N/O,-4%,1.6%,0,0,1%,1%,-16,-2,6
OCCOCCn1c(CCNc2nc(-c3ccc(Cl)cc3)cs2)nc2cc(Cl)c(Cl)cc21,-1%,nt,nt,1,-2%,-9%,nt,nt,nt
CCOc1ccc(NC(=O)NC(CC)Cn2nnc3ccccc3c2=O)cc1 (stereo not drawn),?,2.4%,3,4&3,1%,7%,11,-1,-5

(further entries)
SMILES,GRP78 ERSR act,RXFP1 agonist,D1 ag,LDHA block,Vif-A3F inh,Vif-A3G inh,D2 PAM,D1 potentiator,D1 antag
Cc1ccc(S(=O)(=O)NCCCNC(=O)N2CCOCC2)cc1,-1%,2.6%,2,0,-3%,1%,0,2,-9
CCC1Sc2ccccc2N(CC(=O)NCCC(C)C)C1=O (stereo not drawn),-1%,-3.4%,7,-3,1%,1%,-3,-7,-1
C/C(=N\NC(=O)c1ccoc1C)c1ccccc1,-2%,-2.8%,1,-12,2%,3%,-1,7,-8
CCC(=O)N1CCc2cc(S(=O)(=O)N3CCN(c4cc(Cl)ccc4C)CC3)ccc21,-4%,0.0%,1,-2,-8%,0%,-5,-4,-14
COCCCNC(=O)C1CC(=O)N(CCc2ccc(OC)c(OC)c2)C1 (stereo not drawn),-3%,-0.2%,-1,-8,7%,-4%,6,0,-11
CCCN=C1NC(=O)C(CC(=O)NCCc2ccc(OC)c(OC)c2)S1 (stereo not drawn),-3%,-0.2%,1,-7,7%,3%,3,6,-6
COc1ccc(NS(=O)(=O)c2ccc(NC(C)=O)cc2)cc1OC,-1%,0.4%,1,-3,-5%,-1%,-17,-3,-13
CCCN(CCC)CCCNc1ccc(C(=O)Nc2cccc(OC)c2)cc1[N+](=O)[O-],-6%,-3.5%,0,-6,-2%,3%,17,-8,14

Carrying on.
SMILES,GRP78 ERSR act,RXFP1 agonist,D1 ag,LDHA block,Vif-A3F inh,Vif-A3G inh,D2 PAM,D1 potentiator,D1 antag
CCc1ccc(NC(=S)N(CCN2CCCCC2)Cc2ccco2)cc1,-4%,-0.2%,5,-3,?,0%,-24,3,-14
COCCCOc1ccnc(CS(=O)c2nc3ccccc3[nH]2)c1C (stereo not drawn),0%&-1%,4.6%,2,17,-4%,2%,2,1,-4
O=C(NN=C1CCCCCCC1)C(=O)NC1CCCCC1,-3%,2.0%,1,-7,2%,1%,-2,-1,5
Cc1ccccc1C(=O)Oc1cccc(Nc2ncnc3ccccc23)c1,-8%,nt,nt,-1,3%,0%,nt,nt,nt
Cc1ccc2c(C(=O)CN3CCC4(CC3)OCCO4)c(C)[nH]c2c1,3%,3.2%,5,-1,0%,-1%,-8,-3,-13
CCN(CC)S(=O)(=O)c1ccc(Cl)c(NC(=O)COC(=O)c2c(C)noc2C)c1,3%,-0.5%,8,-7,6%,2%,-15,0,7
Cn1c(=O)c2c(ncn2CC(=O)Nc2ccccc2N2CCOCC2)n(C)c1=O,1%,5.4%,2,-1,-3%,1%,1,-2,-22
COc1ccccc1NC(=O)C(C)n1cnc2c(oc3nc4c(cc32)CCCC4)c1=O (stereo not drawn),-2%,0.4%,2,3,0%,4%,7,-3,4

Later entries:
SMILES,GRP78 ERSR act,RXFP1 agonist,D1 ag,LDHA block,Vif-A3F inh,Vif-A3G inh,D2 PAM,D1 potentiator,D1 antag
CCOC(=O)CC1CCCCN1C(=O)CCCn1nnnc1CN1CCC(C)CC1 (stereo not drawn),-1%,-1.9%,0,-4,-13%,-5%,-3,-1,-20
CCNC(=O)N(C)C[C@H]1N[C@@](Cc2ccccc2)(C(=O)OC)[C@H]2C(=O)N(C)C(=O)[C@@H]12,1%,nt,nt,-11,-1%,1%,nt,nt,nt
CCOC(=O)N1CCN(S(=O)(=O)N2CCCC(C(=O)NCCc3ccccc3)C2)CC1 (stereo not drawn),-2%,1.0%,-1,-7,-6%,0%,-3,-4,-5
Cc1c(NC(=O)CCCCCN2C(=O)c3ccccc3C2=O)c(=O)n(-c2ccccc2)n1C,-4%,0.8%,1,-6,-5%,3%,-2,1,-10
O=C1CC(c2ccc(Cl)cc2)Oc2ccc(Cl)cc21 (stereo not drawn),3%,nt,nt,-1,-3%,-2%,nt,nt,nt
CC(C)(C)c1ccccc1NC(=O)CN1C(=O)NC2(CCCCCC2)C1=O,-5%,-0.2%,5,-9,0%,-6%,-10,-7,0
COc1ccc(C(=O)COC(=O)CN2C(=O)C3CC=CCC3C2=O)c(OC)c1 (stereo not drawn),-2%,nt,nt,2,1%,2%,nt,nt,nt
CC(Sc1nnc(COc2ccccc2)n1-c1ccccc1)C(=O)O (stereo not drawn),-7%,-0.4%,0,-8,?,2%,-9,13,-5
COc1ccccc1CNC(=O)CNCC1CCCO1 (stereo not drawn),-4%,-0.4%,2,-15,-3%,0%,-3,-3,-8
CCn1c(SCC(=O)NCC2CCCO2)nnc1-c1ccccc1 (stereo not drawn),-4%,1.2%,3,1,0%,-2%,16,-5,-15
Cc1ccc2sc(N(CCCN(C)C)C(=O)CN3C(=O)c4ccccc4C3=O)nc2c1C,-5%,0.0%,46*,-7,6%,4%,-15,-2,-24

Some of the entries above in another layout.
Values run as follows: GRP78 ERSR act, RXFP1 agonist, D1 ag, LDHA block, Vif-A3F inh, Vif-A3G inh, D2 PAM, D1 potentiator, D1 antag
- CCOC(=O)N1CCN(S(=O)(=O)N2CCCC(C(=O)NCCc3ccccc3)C2)CC1 (stereo not drawn)
    -2%, 1.0%, -1, -7, -6%, 0%, -3, -4, -5
- Cc1c(NC(=O)CCCCCN2C(=O)c3ccccc3C2=O)c(=O)n(-c2ccccc2)n1C
    -4%, 0.8%, 1, -6, -5%, 3%, -2, 1, -10
- O=C1CC(c2ccc(Cl)cc2)Oc2ccc(Cl)cc21 (stereo not drawn)
    3%, nt, nt, -1, -3%, -2%, nt, nt, nt
- CC(C)(C)c1ccccc1NC(=O)CN1C(=O)NC2(CCCCCC2)C1=O
    -5%, -0.2%, 5, -9, 0%, -6%, -10, -7, 0
- COc1ccc(C(=O)COC(=O)CN2C(=O)C3CC=CCC3C2=O)c(OC)c1 (stereo not drawn)
    -2%, nt, nt, 2, 1%, 2%, nt, nt, nt
- CC(Sc1nnc(COc2ccccc2)n1-c1ccccc1)C(=O)O (stereo not drawn)
    -7%, -0.4%, 0, -8, ?, 2%, -9, 13, -5
- COc1ccccc1CNC(=O)CNCC1CCCO1 (stereo not drawn)
    -4%, -0.4%, 2, -15, -3%, 0%, -3, -3, -8
- CCn1c(SCC(=O)NCC2CCCO2)nnc1-c1ccccc1 (stereo not drawn)
    -4%, 1.2%, 3, 1, 0%, -2%, 16, -5, -15
- Cc1ccc2sc(N(CCCN(C)C)C(=O)CN3C(=O)c4ccccc4C3=O)nc2c1C
    -5%, 0.0%, 46*, -7, 6%, 4%, -15, -2, -24

High-throughput results: PubChem BioAssay, National Center for Advancing Translational Sciences (NCATS)

Not all compounds are listed; the hit share may differ from the screen's.
